Polio RdRp inh – poliovirus RNA polymerase inhibition. P03300. poliovirus polymerase elongation, fluorescence polarization; active compounds read low. % elongation, % (compound at 16.7 µg/mL). 0.66% of 150,000 active; in the data active = % elongation below about 90%; also: some results filed as inactive read as strong as hits
Target sequence (P03300 1749-2209 limits assumed): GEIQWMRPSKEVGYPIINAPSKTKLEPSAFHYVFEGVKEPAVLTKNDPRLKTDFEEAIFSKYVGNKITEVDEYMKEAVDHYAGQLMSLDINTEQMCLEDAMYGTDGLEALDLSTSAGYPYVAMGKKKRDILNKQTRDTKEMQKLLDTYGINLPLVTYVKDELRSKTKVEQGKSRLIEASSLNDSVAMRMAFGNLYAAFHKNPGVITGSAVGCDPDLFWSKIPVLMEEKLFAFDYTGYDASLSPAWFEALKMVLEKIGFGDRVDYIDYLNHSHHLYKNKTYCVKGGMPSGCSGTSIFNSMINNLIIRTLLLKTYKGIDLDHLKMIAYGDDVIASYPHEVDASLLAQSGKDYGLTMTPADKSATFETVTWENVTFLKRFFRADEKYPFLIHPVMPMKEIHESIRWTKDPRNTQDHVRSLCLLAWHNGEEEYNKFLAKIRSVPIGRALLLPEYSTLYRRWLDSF
Polio RdRp inh FP z-score – further read-out of Polio RdRp inh, marked with its call; z-score; measured here: FP z-score; hits read low
Active calls of the source: *; & = joins results of further samples.

SMILES	Polio RdRp inh	Polio RdRp inh FP z-score
CCOC(=O)c1cccc(NC(=O)C2(S(=O)(=O)c3ccc(C)cc3)CC2)c1	111.0	1.2
COC(=O)c1c(Cn2cc(Br)ccc2=O)nc2ccccc2c1C	97.0	-0.5
CC1=C(C(=O)Nc2ccccc2C(=O)NC(C)(C)C)SCCO1	101.0	-0.3
O=C(CSc1oc(-c2ccccc2)nc1S(=O)(=O)c1ccc(Cl)cc1)NCC1CCCO1 (centres undefined)	104.0	0.6
C#CCOC(=O)c1ccc(CSc2ccc(Cl)cc2)o1	104.0	0.6
O=C(O)C1CCCCC1C(=O)N1CCCC1 (centres undefined)	104.0	0
CC1=NN(c2ccccc2)C(=O)C(C=C2C(=O)N(C)C(=S)N(C)C2=O)C1 (centres undefined)	103.0	0.3
Cc1ccccc1NC(=O)c1sc2nc(-c3cc4ccccc4oc3=O)[nH]c(=O)c2c1C	75.0	-5.9
CCOC(=O)c1c(-c2ccc(C)cc2)csc1NC(=O)c1nc(SC(C)C)ncc1Cl	106.0	-0.1
COc1ccc(Cl)cc1NC(=O)CCN1CCN(c2ccccc2C)CC1	107.0	0.5
Cc1cccc(C(=O)Oc2c(Sc3ccccc3)c(C)nn2C(C)(C)C)c1	105.0	0.2
Cc1nc2ccc(S(=O)(=O)NC(C(=O)Nc3ccccc3C)c3ccccc3)cc2s1 (centres undefined)	103.0	-0.2
CC(Sc1nnc2n1CCCCC2)C(=O)NCc1ccc2c(c1)OCO2 (centres undefined)	107.0	0.8
CCOC(=O)CC(=N)N	103.0	0.6
COc1ccc(N=C(N)/C(C#N)=C/c2[nH]c3ccccc3c2O)cc1	68.0	-5
CCOC(=O)c1c(C)n(C)c2ccc(OCC(N)=O)cc12	105.0	0.6
CC(=O)Nc1ccc(/C=N/N2C(C)CCCC2C)cc1 (centres undefined)	102.0	0
CNC(=O)COC(=O)C1(c2ccc(Cl)cc2)CCC1	101.0	-0.1
COc1ccc(CCNC(=O)c2nc(SCc3ccccc3F)ncc2Cl)cc1OC	97.0	-1.7
COc1ccc(-c2onc3ccc4c5ccccc5oc4c23)cc1OC	101.0	0
O=C(COC(=O)c1ccccc1)Nc1ncc(C(F)(F)F)cc1Cl	102.0	0.3
Cc1ccnc(NC(=O)CCC2COc3ccccc3O2)c1 (centres undefined)	101.0	0
CCN(CC)C(=O)Cn1c(=O)n(CCCCCC(=O)Nc2ccccc2)c(=O)c2sccc21	109.0	0.6
CCCc1[nH]nc2c1C(c1cccc(OC)c1)C(C#N)=C(N)O2 (centres undefined)	102.0	0
Cc1ccc(NCC#N)cc1	103.0	0.4
COc1ccccc1CNC(=O)c1nn(C)c2c1COc1ccccc1-2	106.0	0.9
CCOC(=O)Cn1c(C(F)(F)F)nc2ccccc21	107.0	1
CCOc1ccc(CCNC(=O)CCn2c(=O)c3cccn3c3ccc(F)cc32)cc1OCC	106.0	-0.1
CC(C)NC(=O)Cn1c(=O)c2cccn2c2cccnc21	104.0	1.2
COc1cc(OC)c(Nc2nc3ccccc3c3nncn23)cc1Cl	96.0	-2.5
CCN(CCCc1ccccc1)CCCc1ccccc1	99.0&100.0	-0.3&-0.1
CN1CCN(c2ccc(NC(=O)c3ccc4c(c3)[nH]c(=O)n4C3CCCCC3)cc2)CC1	102.0	0.1
Cc1noc(C)c1C(=O)O/N=C(\N)c1ccc(-c2csnn2)cc1	102.0	0
NC(=O)c1ccc(NC(=O)c2cccn(Cc3ccccc3)c2=O)cc1	111.0	1
CCOCCc1nnc(NS(=O)(=O)c2ccc(OC)cc2)s1	102.0	0
O=S(=O)(c1ccccc1)c1cnc2ccccc2c1N1CCC2(CC1)OCCO2	101.0	-1
NC(=O)COc1ccccc1O	98.0	-0.1
CC1CCN(C(=O)Nc2cccc(Cl)c2Cl)CC1	103.0	0.5
Cc1ccccc1Nc1nc(N)nc(COc2ncnc3sccc23)n1	115.0	2.6
Cc1ccccc1-c1nnn(CC(=O)NC2CCCCC2)n1	100.0	-0.5
COc1ccc2c(Cl)c(-c3nnc4n3CCC4)sc2c1	97.0	-0.6
CC1(C)OC(=O)C(=CNC(Cc2ccccc2)C(=O)O)C(=O)O1 (centres undefined)	105.0	0.6
O=C(Nc1ccc2nc(SCCOc3ccccc3Cl)sc2c1)c1ccco1	110.0	0.6
CCc1ccc(Nc2sc(C(=O)c3ccc(F)cc3)c(N)c2S(=O)(=O)c2ccccc2)cc1	109.0	0.5
N#CC(C(=O)c1ccccc1Cl)=C1SCCCS1	101.0	-0.9
CCc1c(C#N)c(N)nc(SCC(=O)OCc2ccccc2)c1C#N	98.0	-0.1
Cc1cccc(CNC(=O)c2sc3ncnc(N(C)C4CCCCC4)c3c2C)c1	110.0	0.8
CCCn1c(=S)[nH]c2cc(C(=O)N3CCc4ccccc4C3)ccc2c1=O	103.0	0.3
CCN(CC)S(=O)(=O)c1ccc2c(c1)nc(CN(C)C(=O)Nc1ccc(Cl)cc1)n2C	110.0	0.9
CCC1CCCCN1C(=O)c1cnn2c1NC(c1ccco1)CC2C(F)(F)F (centres undefined)	103.0	0.9

New compounds follow
SMILES	Polio RdRp inh	Polio RdRp inh FP z-score
COCCn1c(=O)[nH]c2cc(C(=O)Nc3nnc(C)s3)ccc21	101.0	-0.3
CC1CCN(S(=O)(=O)c2ccc3[nH]c(=O)cc(C(=O)NCCCN4CCOCC4)c3c2)CC1	99.0	-0.9
O=c1[nH]c(CNCc2cccs2)nc2ccsc12	99.0	-0.4
O=C1CCC(=O)N1OCc1ccc(F)cc1	102.0	-0.2
O=C(COCc1cc(-c2ccco2)on1)Nc1cc(C(F)(F)F)ccc1Cl	101.0	0
COc1ccc(C(=O)Nc2nc3c(s2)CCCC3)cc1Cl	101.0	-0.2
Cc1noc(C)c1C(=O)NC12CC3CC(CC(C3)C1)C2	106.0	0.5
COc1ccc(C(=O)Nc2ccc(-c3nc4ccccc4s3)cc2C)cc1Cl	103.0	-0.1
CCOC(=O)/C(C#N)=C/Nc1cnc(N(C)C)c(C(F)(F)F)c1	103.0	0.4
COc1ccc(CNC(=O)C(Cc2ccccc2)NS(=O)(=O)c2ccc3c(c2)CCN3C(C)=O)cc1 (centres undefined)	106.0	0.3
CN(CC(=O)Nc1ccc(C(F)(F)F)cc1)S(=O)(=O)c1cccs1	103.0	0.4
CC1=C(C(=O)Nc2cccc(C(=O)NC(C)C)c2)SCCO1	102.0	0.1
CCOC(=O)c1ccc(NC(=O)CCc2c(C)n(CC)c3cc(-c4ccccc4OC)nn3c2=O)cc1	110.0	0.9
CCOC(=O)c1cc(-c2ccco2)nn1-c1cccc(Cl)c1	103.0	0.3
Cc1ccc(-c2nnc(Nc3ccc(C(=O)N(C)C)cc3)c3ccccc23)cc1S(=O)(=O)N(C)C	107.0	0.3
Cc1ccc(C)n1-c1nnc(N2CCCC(C(=O)NCc3ccc(Cl)cc3)C2)s1 (centres undefined)	101.0	-1.9
CCC(Sc1nnc2c3ccccc3n(CC)c2n1)C(=O)Nc1nnc(C(C)C)s1 (centres undefined)	109.0	1.1
COc1ccc(-n2c(SCC(=O)c3ccc(O)cc3O)nc3ccccc32)cc1	83.0	-2.8
CCCCc1ccc2nc3sc(C(=O)O)cc3cc2c1	98.0	-0.6
O=C(c1ccccc1CCc1ccccc1)N1CCOCC1	102.0	0.4

Overlap with the part before: two compounds; new compounds follow.
SMILES	Polio RdRp inh	Polio RdRp inh FP z-score
CCCCc1ccc2nc3sc(C(=O)O)cc3cc2c1	98.0	-0.6
O=C(c1ccccc1CCc1ccccc1)N1CCOCC1	102.0	0.4
NNC(=O)CNC(=O)c1cccnc1Oc1ccccc1	100.0	-0.4
CCc1nc(N2CCCCC2)c(C#N)c2c1CCCC2	102.0	0
COc1ccccc1CNc1ccc(-c2nc(-c3cccc(C)c3)no2)cc1[N+](=O)[O-]	109.0	0.3
O=C(CSc1ccc2ccccc2n1)Nc1nsc(-c2ccc(Cl)cc2)n1	101.0	-0.6
O=C(NCC(c1ccc(F)cc1)N1CCOCC1)Nc1cccc(C(F)(F)F)c1 (centres undefined)	103.0	0.1
N#Cc1ccc(COC(=O)C2CCCN2C2=NS(=O)(=O)c3ccccc32)cc1 (centres undefined)	99.0	-0.8
O=C(c1ccccc1N=Nc1c(O)[nH]c(=O)[nH]c1=O)N1CCOCC1	103.0	0.3
Cc1cccc(C(=O)N2CCc3cc(CNS(=O)(=O)c4ccc(F)c(Cl)c4)ccc32)c1	109.0	0.5
Cc1oc(-c2cccc(Br)c2)nc1CN1CCC(C(=O)NCC2COc3ccccc3O2)CC1 (centres undefined)	102.0	1
O=C(O)C12CC3CC(C1)CC(n1cnc(Cl)n1)(C3)C2	108.0	0.5
CS(=O)(=O)Cc1nc2ccccc2oc1=O	105.0	1.3
Cc1cc(NC(=O)N(C)CCc2c(C)nn(C)c2C)ccc1Br	104.0	-0.3
COc1ccc(NC(=O)NC2COc3ccccc3C2)c(OC)c1 (centres undefined)	105.0	-0.1
COC(=O)c1ccc(NC(=O)CCNCc2ccco2)cc1	104.0	0.3
Cc1ccc(-c2cn3c(n2)sc2cc(C(=O)NCc4cccs4)ccc23)cc1	98.0	-1.8
CCCCCOc1ccc(O)cc1	103.0	0.2
O=C1CCCN2N=C(SCC(=O)Nc3nc4ccccc4s3)SC2=N1	99.0	-0.5
Cc1ccccc1-c1nc(CN2CCC(C(=O)NCCCN3CCCC(C)C3)CC2)c(C)o1 (centres undefined)	99.0	-0.7
CCOc1ccc(CCNC(=O)c2cc3cc4cc(OC)ccc4nc3s2)cc1OCC	111.0	-0.3
Cn1c(SCC(=O)N2CCOCC2)ncc(C(=O)Nc2ccc(F)cc2)c1=O	109.0	0.3

Reprinted from the results shown, 7 compounds:
SMILES	Polio RdRp inh	Polio RdRp inh FP z-score
CCOC(=O)c1cccc(NC(=O)C2(S(=O)(=O)c3ccc(C)cc3)CC2)c1	111.0	1.2
COC(=O)c1c(Cn2cc(Br)ccc2=O)nc2ccccc2c1C	97.0	-0.5
CC1=C(C(=O)Nc2ccccc2C(=O)NC(C)(C)C)SCCO1	101.0	-0.3
O=C(CSc1oc(-c2ccccc2)nc1S(=O)(=O)c1ccc(Cl)cc1)NCC1CCCO1 (centres undefined)	104.0	0.6
C#CCOC(=O)c1ccc(CSc2ccc(Cl)cc2)o1	104.0	0.6
O=C(O)C1CCCCC1C(=O)N1CCCC1 (centres undefined)	104.0	0
CC1=NN(c2ccccc2)C(=O)C(C=C2C(=O)N(C)C(=S)N(C)C2=O)C1 (centres undefined)	103.0	0.3

The list goes on.
SMILES	Polio RdRp inh	Polio RdRp inh FP z-score
COc1cccc(C(=O)Nc2ccc3oc(-c4ccc5ccccc5c4)nc3c2)c1	102.0	-0.1
Cc1ccc(-c2noc(-c3ccc(N4CCN(C)CC4)c([N+](=O)[O-])c3)n2)cc1	104.0	-0.7
CCc1nc(SCC(=O)C(C)(C)C)c(C#N)cc1C	105.0	0.4
Cc1ccc2c(c1)N(C(=O)Nc1ccccc1C)CC(C)O2 (centres undefined)	100.0	-1
Cc1ccc(/C(O)=C2/C(=O)C(=O)N(CCN(C)C)C23C(=O)N(C)c2ccccc23)cc1 (centres undefined)	103.0	0.4
CN(C(=O)COCc1cc(-c2ccco2)on1)C1CCCCC1	103.0	0.5
COc1ccc(C(=O)Nc2ccc(-c3nc4ncccc4o3)cc2C)cc1Br	99.0	-0.5
CC(NC(=O)c1cccc(F)c1)C(c1cccs1)N1CCN(C)CC1 (centres undefined)	99.0	-0.2
Cc1cc2nnc(SCC(=O)c3cc(C)n(Cc4ccccc4)c3C)n2c2ccccc12	102.0	0.1

Part of the list above in a different format.
CN(C(=O)COCc1cc(-c2ccco2)on1)C1CCCCC1
  Polio RdRp inh: 103.0
  Polio RdRp inh FP z-score: 0.5
COc1ccc(C(=O)Nc2ccc(-c3nc4ncccc4o3)cc2C)cc1Br
  Polio RdRp inh: 99.0
  Polio RdRp inh FP z-score: -0.5

This is a subset; the hit share may differ from the screen's.
